M4 PAM: potentiates acetylcholine response at human M4 receptor | P08173 | CHO-K1 hM4/Gqi5, Fluo-8 calcium fluorescence, ACh EC20; 0% = ACh EC20, 100% = maximal ACh | activation, % at 3 µM | 360,000 tested, 0.4% active;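 active = activation above its plate's cutoff, the mean activation of sample wells plus 3 SD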; also: some results filed as inactive read as strong as hits
Target sequence (P08173 whole entry, looked up): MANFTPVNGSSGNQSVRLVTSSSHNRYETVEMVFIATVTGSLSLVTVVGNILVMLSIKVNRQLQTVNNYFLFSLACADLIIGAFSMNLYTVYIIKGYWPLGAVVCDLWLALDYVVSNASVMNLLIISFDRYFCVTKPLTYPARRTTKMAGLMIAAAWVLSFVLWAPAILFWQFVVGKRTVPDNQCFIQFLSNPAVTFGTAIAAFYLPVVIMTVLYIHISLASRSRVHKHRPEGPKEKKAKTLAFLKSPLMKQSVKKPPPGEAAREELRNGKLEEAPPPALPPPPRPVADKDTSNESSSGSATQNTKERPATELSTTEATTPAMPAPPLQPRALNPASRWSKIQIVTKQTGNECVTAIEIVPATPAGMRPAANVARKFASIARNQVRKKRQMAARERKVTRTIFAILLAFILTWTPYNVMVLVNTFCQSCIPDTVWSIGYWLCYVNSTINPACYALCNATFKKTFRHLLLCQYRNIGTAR
CHRM4 antagonist: CHRM4 antagonism in calcium assay; CHO-hM4 cells, ACh EC80, Fluo-8 calcium fluorescence; 360,000 tested, 0.73% active; inhibition, % at 3 µM;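 active = inhibition above its plate's cutoff, the mean inhibition of sample wells plus 3 SD, cut at about 27% in these data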;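 also: 0% = acetylcholine EC80 with DMSO and 100% = DMSO without agonist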
CHRM5 antagonist: antagonists of human muscarinic M5 receptor (CHRM5) | P08912 | CHO-hM5 cells, Fluo-8 calcium fluorescence, ACh EC80 | inhibition, % at 3 µM | 360,000 tested, 0.59% active | AID 624040;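 active = inhibition above a per-plate cutoff, the mean of that plate's test compounds plus 3 SD, cut at about 27% in these data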;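 also: 0% = acetylcholine EC80 with DMSO and 100% = DMSO without agonist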
Target sequence (P08912 whole entry, looked up): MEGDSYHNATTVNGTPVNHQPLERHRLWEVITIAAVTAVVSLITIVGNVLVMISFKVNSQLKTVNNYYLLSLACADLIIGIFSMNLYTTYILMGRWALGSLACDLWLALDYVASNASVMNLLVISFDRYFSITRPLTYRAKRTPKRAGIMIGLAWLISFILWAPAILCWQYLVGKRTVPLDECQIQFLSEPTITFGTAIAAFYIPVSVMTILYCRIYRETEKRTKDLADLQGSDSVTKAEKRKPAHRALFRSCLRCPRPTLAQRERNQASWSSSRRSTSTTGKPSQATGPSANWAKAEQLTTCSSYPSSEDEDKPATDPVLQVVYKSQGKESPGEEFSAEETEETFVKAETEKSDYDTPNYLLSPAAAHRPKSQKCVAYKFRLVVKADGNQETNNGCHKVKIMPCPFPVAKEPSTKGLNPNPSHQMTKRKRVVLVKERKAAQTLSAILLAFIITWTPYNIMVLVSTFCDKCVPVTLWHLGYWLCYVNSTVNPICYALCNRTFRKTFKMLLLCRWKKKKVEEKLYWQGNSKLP
CHRM4 agonist: CHRM4 agonism in calcium assay | P08173 | CHO-K1 hM4/Gqi5, Fluo-8 calcium fluorescence; vehicle 0%, full acetylcholine response 100% | activation, % at 3 µM | 360,000 tested, 0.14% active;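 active = activation above the run mean over all test wells plus 3 SD, cut at about 32% in these data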;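 also: peak over basal fluorescence ratio per well then scaled between controls; 0% = DMSO wells and 100% = acetylcholine at EC100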
CRFBP-R2 block: antagonists of CRF-binding protein/CRF-R2 receptor complex; inhibition, % at 11.8 µM; 350,000 tested, 0.59% active; HEK293 CRF-R2/CRF-BP, CRF-induced calcium fluorescence; AID 588475;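 active = inhibition of the ligand-induced calcium signal above about 50% at the single tested concentration, limit read from the data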
CRFBP-R2 agonist: CRF-BP/CRF-R2 complex agonism; HEK293 CRF-R2/CRF-BP, calcium dye fluorescence (FLIPR); percent of saturating CRF peptide response; activation, % at 13.2 µM; 350,000 tested, 0.46% active; AID 588473;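 active = activation of at least 50%, plus an integration ratio under a set limit after plate pattern correction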;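 also: plate controls were neutral control wells without compound for no effect and CRF at EC100 for full effect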
IDE inh: inhibits human insulin-degrading enzyme in HEK cells | inhibition, % at 5.59 µM | P14735 | 320,000 tested, 0.41% active | FAbetaB cleavage, fluorescence polarization;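 active = percent inhibition above the average of all tested compounds plus 3 SD, set per screening campaign, cut at about 16% in these data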;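 also: IDE supplied by intact live HEK cells; FP after avidin binding of uncleaved biotin substrate so inhibition keeps polarization high; 0% = DMSO wells and 100% = 60 µM reference IDE inhibitor Ii1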
M5 PAM: potentiates acetylcholine response at human M5 receptor; CHO-K1 hM5, Fluo-8 calcium, ACh EC20 PAM; 0% = ACh EC20, 100% = ACh EC100; activation, % at 3 µM; 360,000 tested, 0.3% active;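 active = activation above the run cutoff, the mean activation of all test compounds plus 3 SD, cut at about 18% in these data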
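Measured by: Fluo-8 calcium fluorescence; material: human M5 receptor in CHO-K1 cells; schedule: Post-acetylcholine fluorescence recording 140 s; benchmarks: low control EC20 acetylcholine (0%), high control EC100 acetylcholine (100%); read-out: Max/basal fluorescence ratio as % of EC20–EC100 ACh window; compound: single dose, 3 µM nominal final test concentration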
M5 ag: CHRM5 agonism in calcium assay | P08912 | CHO-K1 hM5 cells, Fluo-8 calcium fluorescence; 0% DMSO wells, 100% maximal acetylcholine response | activation, % at 3 µM | 360,000 tested, 0.19% active | AID 624037;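 active = activation above the run's mean over test compounds plus 3 SD, cut at about 23% in these data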;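 also: signal is peak over basal fluorescence ratio across the kinetic read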
* hit, by the source's call; · = not tested or not shown. Compounds as they come, and some 2.9% of all compounds hit somewhere here.

No. | SMILES | M5 ag | IDE inh | CHRM4 agonist | CHRM4 antagonist | CRFBP-R2 block | M5 PAM | M4 PAM | CRFBP-R2 agonist | CHRM5 antagonist
1 | CC(C)(C)OC(=O)N(CCc1ccccc1)Cc1ccccc1OCc1cccc(NC(=O)C2CCC2)c1 | 2 | · | 0 | 5 | 7 | 1 | -4 | -0.6 | 2
2 | O=C(O)CCC(=O)N1CCN(c2ccccn2)CC1 | -3 | 6 | 0 | 10 | 2 | 9 | 3 | -1.8 | -3
3 | Cc1c(CN2CCC(n3nccc3NC(=O)CCc3ccccc3)CC2)cnn1C | -3 | 0 | 1 | 4 | 7 | 3 | 8 | -0.2 | 4
4 | O=C(Nc1ccc(Br)cn1)c1ccc(Br)s1 | -4 | 9 | 2 | -5 | -14 | -1 | -3 | 2.4 | 3
5 | COc1cccc(-c2cc(CC3(O)CCN(CCCc4ccccc4)CC3)on2)c1 | -1 | -2 | 4 | 2 | -11 | 2 | -12 | -1.1 | 4
6 | O=C(NNC(=O)c1n[nH]c2ccccc12)c1ccccc1 | -5 | · | 0 | 3 | 4 | -3 | -4 | 1.8 | 4
7 | CCN1CCN(C(=O)c2ccc(-c3nc4ccccc4s3)s2)CC1 | -5 | 7 | 2 | -1 | -2 | 3 | -3 | -0.7 | 4
8 | Cc1ccccc1Cn1ccc(NC(=O)c2cnn3c(C(F)(F)F)cc(-c4ccco4)nc23)n1 | 4 | -1 | 20 | 5 | 1 | -12 | -7 | -0.7 | 16
9 | COc1cc(NC(=O)C/C(C)=N/NC(=O)C(=O)NC2CCCCC2)c(OC)cc1Cl | 1 | -1 | 0 | -6 | -10 | 3 | -2 | 0.0 | 1
10 | C[C@H]1CN=C(Nc2ccccc2)N1CCc1ccccc1 | -3 | 3 | 4 | 3 | 4 | 0 | 0 | -1.9 | 6
11 | CCOC(=O)c1c(C)n(C)c2ccc(OCC(O)CN3CCC(C)CC3)cc12 (configuration not stated) | 0 | -4 | 0 | -3 | 2 | 3 | -1 | 0.7 | 1
12 | CC(C)(C)C(=O)Nc1cc(NC(=O)C(C)(C)C)cc(C(=O)Nc2cc(C(=O)O)cc(C(=O)O)c2)c1 | 0 | 0 | 1 | -9 | 10 | 4 | 1 | 1.0 | -3
13 | Cc1ccc(NC(=S)NCC(C)C)cc1 | -4 | 5 | 1 | 9 | 2 | 6 | 9 | -3.3 | -5
14 | CCOC(=O)C(C(=O)N(C)C)c1ncc(C(F)(F)F)cc1Cl (configuration not stated) | -1 | -1 | 0 | 3 | 7 | 1 | 10 | 1.5 | -3
15 | Cn1c(=N)n(CC(=O)c2ccc(Br)s2)c2ccccc21 | -11 | 1 | 1 | -2 | -35 | 0 | -4 | -1.0 | 2

8 entries from above, with values ahead of the structure.
item | M5 ag | IDE inh | CHRM4 agonist | CHRM4 antagonist | CRFBP-R2 block | M5 PAM | M4 PAM | CRFBP-R2 agonist | CHRM5 antagonist | canonical_smiles
8 | 4 | -1 | 20 | 5 | 1 | -12 | -7 | -0.7 | 16 | Cc1ccccc1Cn1ccc(NC(=O)c2cnn3c(C(F)(F)F)cc(-c4ccco4)nc23)n1
9 | 1 | -1 | 0 | -6 | -10 | 3 | -2 | 0.0 | 1 | COc1cc(NC(=O)C/C(C)=N/NC(=O)C(=O)NC2CCCCC2)c(OC)cc1Cl
10 | -3 | 3 | 4 | 3 | 4 | 0 | 0 | -1.9 | 6 | C[C@H]1CN=C(Nc2ccccc2)N1CCc1ccccc1
11 | 0 | -4 | 0 | -3 | 2 | 3 | -1 | 0.7 | 1 | CCOC(=O)c1c(C)n(C)c2ccc(OCC(O)CN3CCC(C)CC3)cc12 (configuration not stated)
12 | 0 | 0 | 1 | -9 | 10 | 4 | 1 | 1.0 | -3 | CC(C)(C)C(=O)Nc1cc(NC(=O)C(C)(C)C)cc(C(=O)Nc2cc(C(=O)O)cc(C(=O)O)c2)c1
13 | -4 | 5 | 1 | 9 | 2 | 6 | 9 | -3.3 | -5 | Cc1ccc(NC(=S)NCC(C)C)cc1
14 | -1 | -1 | 0 | 3 | 7 | 1 | 10 | 1.5 | -3 | CCOC(=O)C(C(=O)N(C)C)c1ncc(C(F)(F)F)cc1Cl (configuration not stated)
15 | -11 | 1 | 1 | -2 | -35 | 0 | -4 | -1.0 | 2 | Cn1c(=N)n(CC(=O)c2ccc(Br)s2)c2ccccc21

More entries:
No. | SMILES | M5 ag | IDE inh | CHRM4 agonist | CHRM4 antagonist | CRFBP-R2 block | M5 PAM | M4 PAM | CRFBP-R2 agonist | CHRM5 antagonist
16 | COc1cccc(CNS(=O)(=O)c2cccc(S(=O)(=O)N3CCOCC3)c2)c1 | 3 | 6 | 3 | -8 | -2 | 0 | 7 | -1.9 | -5
17 | COC(=O)CC1=NN(c2ccc(OC)cc2)C(=O)/C1=C\c1ccc(Cl)cc1 | 2 | 0 | 1 | 5 | -3 | 7 | -3 | 1.8 | -6
18 | CCn1c(SCC(=O)Nc2cccc(C)c2)nc2ccccc2c1=O | -2 | -2 | 1 | 9 | 17 | -4 | -2 | -3.5 | 9
19 | CCN(CC)C(=O)C1CCCN(Cc2ccc(OC)c(C)c2)C1 (configuration not stated) | -1 | -12 | 0 | 4 | -10 | -3 | -9 | 0.6 | 6
20 | Cc1ccccc1S(=O)Cc1ccc(C(=O)NCCN2CCOCC2)o1 (configuration not stated) | -6 | 4 | 0 | 4 | -10 | -2 | -3 | 3.8 | 3
21 | CC(=O)NC1C(O)OC(CO)C(O)C1O (configuration not stated) | 1 | 4 | 0 | -6 | 2 | 0 | 4 | 0.8 | -4
22 | Cc1nccn1CC(O)COc1ccc(Cl)cc1Cl (configuration not stated) | -8 | -6 | 10 | -5 | -14 | -11 | -5 | -0.1 | -5
23 | COC(=O)c1ccc(COC(=O)c2ccc(C)c(S(=O)(=O)N3CCCCC3)c2)cc1 | -4 | · | 0 | -7 | 6 | -11 | -1 | 4.4 | 11
24 | COc1ccc(N2CC(C)(C)[C@H](CC(=O)Nc3ccc(Br)cc3)C2=O)cc1 | 2 | · | 7 | -31 | -18 | -2 | 2 | 0.0 | -1
25 | CN(c1cccc(NC(=O)c2cccc([N+](=O)[O-])c2)c1)S(C)(=O)=O | 3 | 0 | 2 | 3 | 10 | 0 | 8 | 0.4 | -4
26 | CCOC(=O)Cn1nc(-c2ccc(Cl)cc2)cc1N | -2 | -3 | 2 | 5 | 0 | -2 | -5 | 1.4 | 1
27 | COc1ccc(N(CC(=O)Nc2ccccc2C(=O)NCc2ccco2)S(C)(=O)=O)cc1 | -1 | -2 | 2 | 0 | 4 | -3 | -6 | -2.8 | 2
28 | CCC1CCCCN1Cc1nc(Cc2ccccc2Cl)no1 (configuration not stated) | -17 | -1 | 0 | -9 | 7 | -14 | -8 | -0.4 | 6
29 | Cc1cc(C)nc(SCCC(=O)Nc2ccc(F)cc2)n1 | 2 | -1 | 1 | 2 | 4 | 4 | -3 | -2.5 | 5
30 | CN(C(=O)CSc1nc2ccccc2c(=O)n1-c1ccccc1F)C1CCS(=O)(=O)C1 (configuration not stated) | 0 | 7 | 0 | 9 | 1 | 0 | -3 | 0.7 | 18
31 | CCN1CCN(CC(=O)Nc2ccc3c(c2)OCCO3)C(=O)C1=O | 1 | 3 | 0 | -12 | 10 | -4 | 31* | 0.2 | -4
32 | O=C(Cc1ccccc1)NNC(=O)c1cccs1 | -3 | -3 | 0 | 3 | -2 | -6 | 1 | -0.2 | -1
33 | Cc1cccc(NC(=S)Nc2ccc(Br)cc2)c1 | 3 | -2 | 6 | 2 | -17 | 16 | -4 | -0.9 | 12
34 | O=C(c1cc2ccccc2s1)N1CCN(c2ccccn2)CC1 | 0 | 8 | 5 | -1 | -8 | -8 | -2 | 0.6 | 9
35 | O=C(c1ccc2c3c(cccc13)CC2)C1CCCN(C(=O)c2ccc(=O)[nH]c2)C1 (configuration not stated) | 0 | 8 | 1 | 2 | -4 | -4 | -3 | 0.3 | -10
36 | CC1CCN(S(=O)(=O)c2ccc(C(=O)N3CCCC(C(F)(F)F)C3)cc2)CC1 (configuration not stated) | 1 | 6 | 1 | -11 | -2 | 2 | 4 | 0.9 | 4
37 | COC1CC(NC(C)=O)C(OC(=O)c2ccccc2)C(CBr)O1 (configuration not stated) | -3 | · | 1 | -20 | -3 | -3 | 3 | 0.1 | 8
38 | c1ccc(CC2CCN(Cc3nc(-c4ccccc4)no3)CC2)cc1 | -2 | -3 | -1 | 2 | -3 | -7 | -4 | 0.9 | 10
39 | CCOC(=O)CSc1ncnc2c1nnn2-c1ccc(F)cc1 | 3 | -2 | 1 | -1 | -9 | 4 | 3 | 2.3 | -6
40 | NS(=O)(=O)c1ccc(CCNC(=O)Cc2ccc(S(=O)(=O)N3CCOCC3)s2)cc1 | 1 | 7 | 1 | -4 | 7 | -1 | 4 | -0.3 | 8
41 | CCCCN(C(=O)c1c(C)noc1C)c1c(N)n(CCC)c(=O)[nH]c1=O | 3 | -1 | 1 | 2 | 4 | 4 | 3 | -0.9 | -4
42 | Nc1nc(-c2ccc(F)cc2)cc(C(F)(F)F)n1 | -2 | -1 | 0 | 8 | 23 | -9 | -1 | -4.8 | 3
43 | O=C(CN1CCN(S(=O)(=O)c2ccc(Cl)cc2)CC1)Nc1ccc2c(c1)CCC2 | -5 | 7 | 1 | -10 | 0 | -11 | -12 | 0.7 | 1
44 | CCn1c(COC(=O)CNC(=O)c2ccccc2F)nc2cc(S(=O)(=O)N(C)C)ccc21 | 4 | 0 | 1 | 4 | -1 | 4 | 6 | -0.9 | -7
45 | CCN(CC)C(=O)C1CCCN(Cc2ccccc2F)C1 (configuration not stated) | -2 | -5 | 0 | -1 | -2 | -3 | 1 | 1.1 | 1
46 | COCc1cc(C)nc(N2CCOCC2)c1C#N | 2 | -1 | -1 | 0 | 3 | -8 | -9 | -0.1 | 5
47 | CC1(Oc2cccc(C#N)c2)CCN(Cc2csc3ccccc23)C1 (configuration not stated) | -2 | · | -1 | 14 | · | -6 | -9 | · | -6
48 | CCCOc1ccccc1NS(=O)(=O)c1ccc2[nH]c(=O)[nH]c2c1 | -1 | -3 | 3 | 5 | -5 | 1 | 3 | 0.1 | 6
49 | CCc1cccc(C)c1NC(=O)C1CN(S(=O)(=O)c2ccccc2)CCN1S(=O)(=O)c1ccccc1 (configuration not stated) | -4 | 1 | 5 | 2 | 24 | -8 | -8 | -0.1 | 6
50 | NNc1nc2c(Cl)c(Cl)ccc2s1 | -1 | 4 | 1 | 8 | -26 | 1 | 4 | -1.9 | 3
51 | COc1ccccc1C(=O)Nc1ccccc1SC(=O)c1ccccc1OC | -2 | 43* | 14 | 11 | 7 | -4 | -9 | 1.2 | 11
52 | CN1CCN(c2c([N+](=O)[O-])cnc3ccccc23)CC1 | 2 | -1 | 0 | -6 | -9 | -5 | 5 | -1.6 | 9
53 | CCN(CC)S(=O)(=O)c1ccc2[nH]c(=O)c3ccccc3c2c1 | 0 | · | 0 | -18 | -26 | 0 | -1 | 5.9 | -4
54 | CCOC(=O)c1c(NC(=O)C(C)OC(=O)c2ccc(NC(=O)CC#N)cc2)sc2c1CCCC2 (configuration not stated) | -2 | -2 | 6 | -10 | -28 | -6 | 4 | 5.3 | -3
55 | COc1ccc(Cl)cc1NC(=O)c1cc(-c2cc(C)ccc2O)n[nH]1 | 4 | -3 | 1 | 17 | 3 | -2 | -16 | 5.3 | 8
